Screening data as filed in PubChem BioAssay.
Tat transport – inhibitors of E. coli Tat protein transport; AID 488895; 340,000 tested, 0.036% active; E. coli MC4100 TorA-mCherry Tat export, fluorescence; inhibition, % at 10 µM;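 active means mean replicate inhibition at least 50% and at least half of replicates individually reaching 50%; inconclusive means only one of the two criteria met; inactive means neither criterion met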;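 further: exported cargo escapes ClpAP degradation while cytoplasmic cargo is degraded and loses fluorescence; 0% = median of neutral control wells and 100% = median of NaSCN control wells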
OPRM1-OPRD1 inv – inverse agonist of human OPRM1-OPRD1 heterodimerization | inhibition, % at 9.3 µM | 340,000 tested, 0.21% active | cell-based MOR-DOR heterodimer luminescence, inverse agonism | P35372+P41143; in the data active means inhibition above about 22%, passing the limit was not always enough;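 further: 0% = cells with DMSO and 100% = wells without cells with DMSO; values of inactives mirror those of a sister screen read the other way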
Target sequence (P35372 whole entry, looked up): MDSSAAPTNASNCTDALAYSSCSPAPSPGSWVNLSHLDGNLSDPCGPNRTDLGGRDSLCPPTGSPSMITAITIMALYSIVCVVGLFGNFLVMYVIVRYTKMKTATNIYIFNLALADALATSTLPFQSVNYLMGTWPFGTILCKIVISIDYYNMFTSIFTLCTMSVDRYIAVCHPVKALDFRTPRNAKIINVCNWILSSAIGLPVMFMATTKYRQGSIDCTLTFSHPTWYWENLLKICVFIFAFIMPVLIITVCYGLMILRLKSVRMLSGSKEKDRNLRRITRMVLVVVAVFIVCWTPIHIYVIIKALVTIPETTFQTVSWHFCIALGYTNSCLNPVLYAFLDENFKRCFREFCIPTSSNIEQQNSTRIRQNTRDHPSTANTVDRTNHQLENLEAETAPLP
Target sequence (P41143 whole entry, looked up): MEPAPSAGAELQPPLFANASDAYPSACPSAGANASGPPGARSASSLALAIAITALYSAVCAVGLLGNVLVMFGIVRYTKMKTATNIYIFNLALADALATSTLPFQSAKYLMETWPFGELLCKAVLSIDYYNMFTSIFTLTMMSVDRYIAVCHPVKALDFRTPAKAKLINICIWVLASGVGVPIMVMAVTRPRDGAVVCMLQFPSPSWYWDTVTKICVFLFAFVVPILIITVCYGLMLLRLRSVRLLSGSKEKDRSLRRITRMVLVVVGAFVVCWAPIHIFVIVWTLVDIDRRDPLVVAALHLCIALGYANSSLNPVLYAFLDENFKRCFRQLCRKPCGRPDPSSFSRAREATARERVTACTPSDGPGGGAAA
OPRM1-OPRD1 ag – agonists of human mu-delta opioid receptor heterodimerization; activation, % at 9.3 µM; cells, OPRM1-OPRD1 heterodimerization, luminescence; P35372+P41143; 340,000 tested, 0.3% active; in the data active means activation above about 18%;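 further: 0% = vehicle-treated cells and 100% = reference agonist; values of inactives mirror those of a sister screen read the other way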
DSG3 Ab inh – inhibitors of pemphigus antibody binding to human desmoglein-3 | P32926 | DSG3-coupled beads, scFv-anti-DSG3-GFP binding, flow cytometry; active compounds read low | binding (percent of control), % at 10 µM | 310,000 tested, 0.48% active | AID 588358;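 active means binding more than 3 SD below its plate's average and above zero; inconclusive means below that plate limit but binding exactly zero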;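 further: hits lower antibody fragment binding to DSG3; some compounds called inactive have numbers as strong as hits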
SUMO Mot1 rescue – SUMOylation pathway inhibition by Mot1-301 growth rescue; S. cerevisiae Mot1-301 growth rescue, ATP luminescence, 38.5C; percent above DMSO median, 100 means doubled; growth rescue, % at 18.8 µM; 320,000 tested, 1% active; AID 2716;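 active means every valid replicate shows activation above 250% relative to neutral control wells; inactive means the rest, any valid replicate at or below 250%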;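 further: OY570 slx delta 5 strain wells were the positive control but not used for scaling; some compounds called inactive have numbers as strong as hits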
PKA-R1A act – PKA-R1A complex activation; activation, % at 11.4 µM; P00514+P68181; PKA-R1A dissociation, Cy5-IP20 fluorescence polarization; scaled: DMSO 0%, 113 µM cGMP 100%; 340,000 tested, 0.083% active;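 active means percent activation above the mean of all tested compounds plus 3 SD, cut at about 19% in these data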;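 further: higher means more PKAc released from R1A so a rise in polarization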
AddAB inh – less growth of phage-infected E. coli with AddAB. E. coli expressing H. pylori AddAB, absorbance growth. inhibition, % at 11.9 µM. 330,000 tested, 0.29% active. AID 435030; in the data active means inhibition above about 12%;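 further: 0% = vehicle wells of infected cells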
Arrestin-AP2 inh – human beta-arrestin and AP2 interaction inhibition | FITC-arrestin peptide / GST-AP2 beads, flow cytometry; AP2 beta2 appendage carries R879A mutation | inhibition, % at 10 µM | 340,000 tested, 0.31% active;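 active means inhibition above a set limit, near 3 SD of compounds lacking own fluorescence, cut at about 54% in these data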;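 further: plate controls were DMSO wells for no effect and 5 µM unlabelled arrestin peptide for full effect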
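Material – GST-tagged AP2 beta2-adaptin appendage (R879A) on 4 µm glutathione beads · Probe or stimulus – fluorescein-tagged arrestin peptide at 50 nM final · Timing – 12 min plus 1 h, RT · Detection – bead flow cytometry, FITC channel · Read-out basis – inhibition as reduced fluorescein signal on beads, percent · Medium – PBS plus Tween 20 (0.05%) and BSA (0.1%)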
PfHsp90 set2 – reduces growth (ATP signal) of yeast expressing P. falciparum Hsp90; S. cerevisiae expressing PfHsp90, BacTiter-Glo ATP, 48 h; yeast lacking PDR1 and PDR3 efflux regulators; inhibition, % at 9.4 µM; 310,000 tested, 0.32% active; AID 504621;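 active means every replicate shows inhibition above about 80%, whatever the replicate mean, limit read from the data; inconclusive means mean inhibition reaches the set limit but some replicate falls short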;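 further: 0% = DMSO neutral controls and 100% = 20 µM radicicol positive controls; yeast relying on Plasmodium falciparum Hsp90 in place of its own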
E coli growth – reduces bacterial viability in AddAB counter-screen; inhibition, % at 11.9 µM; 330,000 tested, 0.27% active; E. coli V3065 growth, OD600 absorbance, 18 h; AID 449728;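 active means inhibition above the campaign's mean inhibition across all tested compounds plus 3 SD, cut at about 9.9% in these data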;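 further: uninfected addAB+ strain grown without phage in ampicillin broth; 0% = DMSO wells and 100% = ciprofloxacin 0.95 µg/ml wells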
phage Ecoli inh – E. coli growth loss with phage present; AID 651602; 360,000 tested, 0.26% active; inhibition, % at 11.9 µM; growth absorbance; in the data active means inhibition above about 11%
Active calls of the source: *; ? = inconclusive; . = not tested or not shown. Compounds were not picked by outcome; overall some 2.8% were active at least once.

A first look:
SMILES	Tat transport	OPRM1-OPRD1 inv	OPRM1-OPRD1 ag	DSG3 Ab inh	SUMO Mot1 rescue	PKA-R1A act	AddAB inh	Arrestin-AP2 inh	PfHsp90 set2	E coli growth	phage Ecoli inh
O=C(c1cc(C(=O)N2CCN(c3ccc(F)cc3)CC2)cc([N+](=O)[O-])c1)N1CCN(c2ccc(F)cc2)CC1	-2	-14	2.9	109	-5	-4	1.0	24	0	0.1	-1.9
CCOC(=O)c1c(NC(=O)C2C3C=CC(C3)C2C(=O)O)sc2c1CCC(C)C2 (stereo unspecified)	?	7	-1.6	98	-17	-6	1.8	35	11	1.7	4.4

The whole of this part, from the first entry:
SMILES	Tat transport	OPRM1-OPRD1 inv	OPRM1-OPRD1 ag	DSG3 Ab inh	SUMO Mot1 rescue	PKA-R1A act	AddAB inh	Arrestin-AP2 inh	PfHsp90 set2	E coli growth	phage Ecoli inh
O=C(c1cc(C(=O)N2CCN(c3ccc(F)cc3)CC2)cc([N+](=O)[O-])c1)N1CCN(c2ccc(F)cc2)CC1	-2	-14	2.9	109	-5	-4	1.0	24	0	0.1	-1.9
CCOC(=O)c1c(NC(=O)C2C3C=CC(C3)C2C(=O)O)sc2c1CCC(C)C2 (stereo unspecified)	?	7	-1.6	98	-17	-6	1.8	35	11	1.7	4.4
CCOC(=O)c1nc(Nc2ccc(C(=O)OC)cc2)c2ccccc2n1	-3	0	0.0	104	7	-4	0.8	-8	6	0.9	1.3
c1ccc2c(c1)CNc1ccccc1-2	3	13	-2.5	97	.	-8	.	24	.	.	-0.4
CCCCC1CCC(C(=O)N2CCOCC2)CC1 (stereo unspecified)	1	15	-3.1	107	-9	3	-3.2	.	-3	-3.7	6.5
Cc1[nH]c(=O)[nH]c(=O)c1S(=O)(=O)N(CC(C)C)CC(C)C	-1	.	.	103	326	.	1.7	12	21	-2.4	3.0
CC(C)(C)c1cc(NC(=O)NN2CCOCC2)nn1-c1c(Cl)cc(Cl)cc1Cl	-5	-53	10	111	-4	3	1.1	-8	3	-1.1	.
O=C(c1ccc2c(c1)C(=O)N(Cc1ccco1)C2=O)N1CCOCC1	0	8	-1.4	103	-19	-7	0.2	-9	13	-2.2	4.7
CC(C)C(C)NC(=O)CSc1nc2scc(-c3ccco3)c2c(=O)n1-c1ccccc1 (stereo unspecified)	-5	7	-1.6	88	5	12	3.9	19	-6	-0.5	1.4
CC(C)C[C@@H](CSc1ccccc1)N1CCN(C)CCC1=O	1	6	-1.0	103	-1	-10	3.2	17	-7	1.4	1.9
COc1ccccc1C(=O)NC(=S)NC12CC3CC(CC(C3)C1)C2	8	7	-1.6	105	86	-2	0.7	-7	-28	3.2	2.9
COc1ccc(C(CCNCc2ccccc2)c2ccc(F)cc2)cc1 (stereo unspecified)	0	-33	7.3	104	3	-11	3.4	34	-4	-0.2	3.6

Profiles, quoted from the list.
`COc1ccc(C(CCNCc2ccccc2)c2ccc(F)cc2)cc1` (stereo unspecified) across the screens: Tat transport: 0; OPRM1-OPRD1 inv: -33; OPRM1-OPRD1 ag: 7.3; DSG3 Ab inh: 104; SUMO Mot1 rescue: 3; PKA-R1A act: -11; AddAB inh: 3.4; Arrestin-AP2 inh: 34; PfHsp90 set2: -4; E coli growth: -0.2; phage Ecoli inh: 3.6
`c1ccc2c(c1)CNc1ccccc1-2` across the screens: Tat transport: 3; OPRM1-OPRD1 inv: 13; OPRM1-OPRD1 ag: -2.5; DSG3 Ab inh: 97; SUMO Mot1 rescue: .; PKA-R1A act: -8; AddAB inh: .; Arrestin-AP2 inh: 24; PfHsp90 set2: .; E coli growth: .; phage Ecoli inh: -0.4

Other results
SMILES	Tat transport	OPRM1-OPRD1 inv	OPRM1-OPRD1 ag	DSG3 Ab inh	SUMO Mot1 rescue	PKA-R1A act	AddAB inh	Arrestin-AP2 inh	PfHsp90 set2	E coli growth	phage Ecoli inh
Cc1ccc(N(C(=O)c2ccco2)C2C=CS(=O)(=O)C2)cc1 (stereo unspecified)	18	21	-4.1	107	7	-13	1.3	-5	8	-0.9	2.6
CCOc1ccc(-c2c(C(=O)N/N=C/c3ccoc3)nnn2-c2nonc2N)cc1	3	15	-2.8	100	7	-3	1.9	-4	-3	-0.1	-0.2
C#CCOCCOCCOCCNc1nc(N2CCN(C(=O)C(Cc3ccc(O)cc3)n3cc(C(N)C(C)CC)nn3)CC2)nc(N2CCN(C(=O)C(Cc3ccc(O)cc3)n3cc(C(N)C(C)CC)nn3)CC2)n1 (stereo unspecified)	-5	5	-0.9	107	2	3	1.6	6	-10	-0.3	4.9
COc1ccc(NC(=O)C2CC(=O)N/C(=N/NC(=O)c3ccc(Cl)cc3)S2)cc1 (stereo unspecified)	0	-2	0.4	113	-2	4	1.5	-3	-90	0.1	2.7
CCOC(=O)C1=C(c2ccccc2)NC(=O)NC1c1ccc(N(C)C)cc1 (stereo unspecified)	-5	1	-0.1	.	-24	-3	3.1	29	-26	-0.3	2.3
CS(=O)(=O)N1CCc2cc(C(=O)N3CCN(c4ccccc4)CC3)ccc21	-5	2	-0.4	.	4	-4	1.6	27	-20	1.0	1.0
O=C1c2ccccc2NC(c2cccc(O)c2)N1Cc1ccco1 (stereo unspecified)	2	9	-1.8	91	58	-3	3.2	1	17	1.4	0.5
COCc1nc(-c2ccc(-c3ccc(C)cc3)nc2OC)no1	-7	0	0.0	.	-9	1	1.4	13	.	-2.0	3.0
Cc1onc(-c2ccccc2Cl)c1C(=O)Nc1nn[nH]n1	-4	16	-2.8	98	15	-4	0.6	26	-4	0.2	1.7
Cc1cc(-c2csc(N)n2)c(C)n1-c1ccccc1	5	3	-0.5	100	-7	2	3.2	16	-9	-2.7	2.6
Cc1cccc(N2CCN(S(=O)(=O)c3ccc4c(c3)OCCO4)CC2)c1C	6	-14	1.7	96	16	-9	1.0	4	1	2.4	0.0
COc1ccc(NC(=O)CSc2nnc(Cc3ccccc3)c(=O)n2N)c(OC)c1	6	-7	1.1	101	-4	-6	5.8	-6	-1	-0.9	2.7
CCCCCCc1nc(C(N)=O)c2[nH]c(=O)n(-c3ccccc3F)c2n1	0	-7	1.4	62*	69	-5	1.3	1	-16	-2.9	.
COc1ccc(NC(=O)COc2ccc(C(=O)NC3CCCc4ccccc43)cc2OC)cc1 (stereo unspecified)	-10	11	-1.7	145	-8	3	2.2	-3	-23	-0.5	3.9
O=C(Nc1nc2c(s1)COc1ccccc1-2)c1cccs1	-13	-7	1.1	95	31	-11	-0.2	18	-27	2.2	2.4
O=C(OCC(=O)N1CCc2ccccc21)c1cc(S(=O)(=O)N2CCOCC2)ccc1F	3	1	-0.1	93	.	-8	.	10	23	.	2.4
COc1ccc(CCNC(=O)CCN2C(=O)c3cccc4cccc(c34)C2=O)cc1OC	-3	-1	0.2	88	-3	-9	0.2	10	16	-0.1	3.7
CCn1c(SCc2cc(=O)[nH]c3ccccc23)nc2c1c(=O)n(C)c(=O)n2C	1	5	-0.9	.	17	2	3.0	12	-11	0.5	1.2
CCN(CC(=O)Nc1ccccc1C(F)(F)F)C(=O)CCc1nc2ccccc2c(=O)[nH]1	-5	18	-5.5	106	46	0	0.4	7	10	0.6	0.5
O=C(OCn1nnc2ccccc2c1=O)c1cccnc1Cl	-5	19	-3.8	102	23	-9	1.2	-7	.	1.1	2.4
Cc1ccccc1N=C1c2cc([N+](=O)[O-])ccc2-c2ncccc21	0	-27	5.1	100	-12	2	3.7	-18	-23	2.3	5.1
COc1cc(NC(=O)c2ccco2)c(OC)cc1NC(=O)CCC(=O)Nc1cc(C)cc(C)c1	23	4	-0.8	102	7	-7	0.3	-1	-24	-0.7	1.9
Cc1ccc(CNC(=O)C2CC2c2ccccc2)cc1 (stereo unspecified)	1	7	-1.1	95	-4	9	2.4	11	6	-4.0	5.2
COC(=O)c1ccc2c(c1)NC(=O)C(N(CC(C)C)CC(C)C)S2 (stereo unspecified)	-5	3	-0.6	92	-6	2	-1.6	7	-19	1.3	1.8
CC(C)OC(=S)N/C(=N\S(=O)(=O)c1ccccc1)c1ccccc1	-5	-6	1.2	104	-16	2	-0.2	-3	.	1.1	0.6
CCC(CO)NCc1ccccc1OC(C)C (stereo unspecified)	-10	7	-1.5	98	1	8	0.7	4	2	0.0	4.9
COc1cccc(C2c3c(oc4cc(C)c(C)cc4c3=O)C(=O)N2CCCN(C)C)c1 (stereo unspecified)	4	2	-0.3	104	121	8	3.2	1	5	-1.2	.
CC(C)c1nc(SCC(=O)NC2CCCC2)c2ccccc2n1	-7	8	-1.3	.	3	4	1.4	8	0	-2.0	1.8
CCCc1cc2c(=O)c(-c3ccc4c(c3)OCCO4)coc2cc1OC(=O)c1ccco1	-1	11	-1.9	107	66	17	2.2	1	11	-2.0	-0.2
COc1cccc(NC(=O)c2ccccc2-c2nc(-c3ccc(Cl)cc3)no2)c1	0	7	-1.8	.	2	-10	2.1	0	5	1.6	3.4
C=C(C)Cn1c(SCC(=O)N/N=C/c2ccccc2)nc2ccccc2c1=O	1	7	-1.5	102	3	-13	0.3	13	15	2.5	4.1
CCc1ccccc1NC(=O)CSc1nnc([C@@H](NC(=O)OC(C)(C)C)C(C)C)o1	10	2	-0.4	99	-25	-11	1.1	10	-7	0.4	1.9
FC(F)(F)c1cccc(Nc2nc(N3CCCC3)nc(N3CCCC3)n2)c1	-3	-2	0.4	78	5	5	3.0	-11	0	1.6	5.5
CC(C)(C)CC(C)(C)c1ccc(OCC(=O)N/N=C/c2ccc(S(=O)(=O)O)o2)cc1	-19	19	-3.7	107	-1	0	0.4	6	0	-0.3	3.9
CCC(=O)N1CCc2cc(Br)cc(S(=O)(=O)N3CCCC(C(=O)O)C3)c21 (stereo unspecified)	-10	11	-2.2	92	10	-5	3.4	-11	-1	-2.1	3.0
O=C(/C=C/c1ccco1)Nc1ccc(Cl)c(S(=O)(=O)N2CCOCC2)c1	-1	-5	0.9	82	-21	-16	0.4	-2	-10	-0.9	1.5
CC(C)C1OC2(C)OC(=N)C1(C#N)C(C#N)(C#N)C2c1ccccc1 (stereo unspecified)	-3	-1	0.2	119	414*	-2	2.9	5	10	0.4	2.1
Cc1nc(N2N=C3/C(=C/c4ccc(F)cc4)CCCC3C2c2ccc(F)cc2)sc1C(=O)N(C)C (stereo unspecified)	9	-9	1.6	101	.	-2	-1.4	27	-16	-1.6	-1.9
